# Assay outcomes: PubChem, The Scripps Research Institute Molecular Screening Center
# CHRM4 agonist: agonists of human muscarinic M4 receptor (CHRM4) | AID 624127 | P08173 | activation, % at 3 µM | CHO-K1 hM4/Gqi5, Fluo-8 calcium fluorescence; vehicle 0%, full acetylcholine response 100% | 360,000 compounds, 0.14% hits;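 active means activation above the run mean over all test wells plus 3 SD, cut at about 32% in these data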;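 further: peak over basal fluorescence ratio per well then scaled between controls; 0% = DMSO wells and 100% = acetylcholine at EC100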
# M1 ag parental: M1 agonist counterscreen hit in parental CHO-K1 cells. AID 602248. 360,000 compounds, 0.48% hits. Fluo-8 calcium fluorescence; scaled to maximal ATP response, vehicle zero. activation, % at 3 µM; in the data active means activation above about 15%;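 further: untransfected CHO-K1 host cells lacking M1 receptor as counterscreen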
# CHO-K1 Ca antag: counter-screen for M1 antagonists: effect in parental CHO-K1 cells | ATP-induced calcium, Fluo-8 fluorescence | inhibition, % at 3 µM | AID 602250 | 360,000 compounds, 0.6% hits;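 active means inhibition above a per-plate cutoff, the plate's mean sample inhibition plus 3 SD, cut at about 24% in these data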;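 further: 0% = DMSO plus EC80 ATP and 100% = DMSO alone without ATP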
# M4 antag: antagonists of human muscarinic M4 receptor (CHRM4) | P08173 | CHO-hM4 cells, ACh EC80, Fluo-8 calcium fluorescence | inhibition, % at 3 µM | 360,000 compounds, 0.73% hits;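 active means inhibition above its plate's cutoff, the mean inhibition of sample wells plus 3 SD, cut at about 27% in these data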;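 further: 0% = acetylcholine EC80 with DMSO and 100% = DMSO without agonist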
# CHO parental Ca: signal in parental CHO cells, OX1R antagonist counter-screen. parental CHO-K1, ATP-induced calcium, Fluo-8 fluorescence. inhibition, % at 5.6 µM. 330,000 compounds, 0.63% hits;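 active means inhibition above that plate's mean sample inhibition plus 3 SD, cut at about 26% in these data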;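 further: 0% = ATP-challenged DMSO wells and 100% = DMSO wells without ATP; some compounds past the cut are filed as inactive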
#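 Assay system: parental CHO cells; Read-out basis: percent inhibition of ATP-evoked calcium rise, normalized to controls; Benchmarks: ATP and no-ATP DMSO wells; Compound dosing: single nominal dose of 5.6 µM per compound; Signal: Fluo-8 calcium dye fluorescence; Also added: ATP as calcium-mobilizing challenge; Repeats: singlicate.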
# CHRM1 agonist: agonists of human M1 muscarinic receptor; P11229; CHO-K1 hM1, Fluo-8 calcium fluorescence, agonist mode; 0% DMSO, 100% acetylcholine EC100; activation, % at 3 µM; 360,000 compounds, 0.33% hits; AID 588814;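 active means activation above the run's mean compound activation plus 3 SD, cut at about 16% in these data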;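 further: peak over basal fluorescence ratio within a 140 s kinetic read after compound addition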
# Target sequence (P11229 whole entry, looked up): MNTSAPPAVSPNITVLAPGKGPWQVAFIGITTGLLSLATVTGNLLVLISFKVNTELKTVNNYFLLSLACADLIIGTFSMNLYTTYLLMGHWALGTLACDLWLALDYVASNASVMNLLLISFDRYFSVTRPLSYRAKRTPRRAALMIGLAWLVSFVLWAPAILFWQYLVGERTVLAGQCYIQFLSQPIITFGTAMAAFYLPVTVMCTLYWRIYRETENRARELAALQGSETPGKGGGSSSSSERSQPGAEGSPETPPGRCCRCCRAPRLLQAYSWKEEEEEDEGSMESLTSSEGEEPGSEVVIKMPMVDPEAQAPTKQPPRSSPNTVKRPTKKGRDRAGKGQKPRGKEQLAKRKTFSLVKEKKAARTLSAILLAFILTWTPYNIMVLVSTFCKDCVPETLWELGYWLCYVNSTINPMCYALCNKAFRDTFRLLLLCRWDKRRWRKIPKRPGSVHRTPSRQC
# M1 antag: human CHRM1 antagonism | P11229 | inhibition, % at 3 µM | CHO-K1 hM1, Fluo-8 calcium fluorescence, ACh EC80 antagonist | 360,000 compounds, 1.3% hits;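 active means percent inhibition above its own plate's cutoff, namely the mean of that plate's compound wells plus 3 SD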;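 further: peak over basal fluorescence ratio during 140 s after agonist addition; 0% = ACh EC80 plus DMSO and 100% = DMSO alone without agonist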
# M1 PAM: human CHRM1 positive allosteric modulation | P11229 | CHO-K1 hM1, Fluo-8 calcium fluorescence, ACh EC20; 0% = ACh EC20, 100% = maximal ACh | activation, % at 3 µM | 360,000 compounds, 0.088% hits | AID 588819; in the data active means activation above about 19%, passing the limit was not always enough
# OXTR potentiator: potentiators of human oxytocin receptor; P30559; CHO-OTR cells, Fluo-8 calcium fluorescence, potentiator mode; 0% = oxytocin EC15, 100% = EC100; activation, % at 3 µM; 320,000 compounds, 0.061% hits; AID 2445;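 active means activation above that plate's cutoff, the mean activation of tested compounds plus 3 SD, cut at about 6.6% in these data, passing the limit was not always enough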;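 further: 100% uses oxytocin at 75 nM as the full agonist control; some results filed as inactive read as strong as hits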
# Target sequence (P30559 whole entry, looked up): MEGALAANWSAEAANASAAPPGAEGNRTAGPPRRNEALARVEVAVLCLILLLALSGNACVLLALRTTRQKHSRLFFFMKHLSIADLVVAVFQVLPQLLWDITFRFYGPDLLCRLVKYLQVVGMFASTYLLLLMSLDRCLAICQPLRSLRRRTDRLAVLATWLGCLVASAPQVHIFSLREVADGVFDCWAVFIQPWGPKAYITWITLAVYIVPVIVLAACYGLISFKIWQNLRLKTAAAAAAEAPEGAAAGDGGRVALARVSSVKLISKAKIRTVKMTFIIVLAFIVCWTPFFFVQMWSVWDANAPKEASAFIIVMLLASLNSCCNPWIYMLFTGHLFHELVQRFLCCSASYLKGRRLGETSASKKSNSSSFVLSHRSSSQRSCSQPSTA
#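 System: human OTR in CHO cells / Also added: sub-maximal oxytocin, roughly EC15 / Control set: EC15 oxytocin low, 75 nM oxytocin high / Schedule: 6 min compound pre-incubation at room temperature, 100 s kinetic read / Compound: single-point 3.0 µM / Replication: singlicate / Technique: Fluo-8 calcium dye fluorescence / Read-out basis: % activation of max/min ratio relative to oxytocin controls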
# Active calls of the source: *; . = no result given.
smiles	M4 antag	M1 antag	CHO-K1 Ca antag	OXTR potentiator	CHRM1 agonist	CHRM4 agonist	M1 ag parental	M1 PAM	CHO parental Ca
COc1cccc(-c2c(C(=O)N/N=C(\C)c3ccc(Cl)s3)nnn2-c2nonc2N)c1	6.2	-4.2	-3.2	-5.8	22.2*	4.1	2.4	13.4	5.3
COc1cc(OC)c(C(=O)NCc2cccnc2)cc1OC	4.4	-9.4	-8.5	-9.6	-3.9	1.0	0.2	7.4	-5.2
CCn1c(COc2cccc(OC)c2)nnc1SCC(=O)NC1CCCC1	6.1	-10.1	-1.9	.	-4.4	1.7	0.9	10.6	.
CCOCCCn1c(=NC(C)=O)c(C#N)cc2c(=O)n3ccccc3nc21	-3.4	-4.7	-3.1	-3.8	-4.6	0.0	0.8	9.1	0.8
O=C(NCCc1ccccc1)c1ccc(Cl)nc1	1.8	0.9	-8.2	3.6	-3.8	0.6	0.1	2.2	0.3
COCc1nnc(NC(=O)c2c(-c3c(Cl)cccc3Cl)noc2C)s1	0.9	0.1	-14.3	-3.3	-11.6	-0.1	0.3	-3.9	-22.3
CC(C)(C)OC(=O)N1CCN(C(=O)c2nc[nH]c2C(=O)N2CCN(C(=O)OC(C)(C)C)CC2)CC1	1.3	0.6	-8.4	-2.4	-2.3	1.9	0.2	4.4	-1.2
CCS(=O)(=O)c1nc(S(=O)(=O)c2ccc(C)cc2)c(NCCN2CCOCC2)s1	3.0	-6.1	-12.8	-5.8	-6.8	1.1	1.7	2.6	-12.3
Cc1cc(C)n(C(=O)CN2C(=O)c3ccccc3C2=O)n1	0.9	-12.1	-21.8	-6.7	-3.2	2.3	1.0	9.7	4.7
COc1cc(OC)c(OC)cc1C=Cc1ccc2ccccc2n1	-11.3	-6.3	0.9	.	-3.5	-1.7	-0.7	5.7	.
N=C(N)SCC1=CCS(=O)(=O)C1	20.8	24.9	-0.6	1.0	-2.0	19.4	4.5	-9.2	1.9
Cc1ccc2c(c1)c1ncn(CCC3=CCCCC3)c(=O)c1n2C	-2.3	-0.1	3.3	-1.6	-4.9	-1.3	-0.6	0.3	-26.1
Cc1cc(C)n2nc(C(=O)OCC(=O)NCc3ccc(F)cc3)nc2n1	14.7	-4.6	5.5	-7.5	-2.4	1.4	0.1	3.6	-1.1
Cc1ccc(CS(=O)(=O)c2ccc(C(=O)N3CCN(c4ccccn4)CC3)cc2[N+](=O)[O-])cc1	5.1	11.5	-12.9	-4.9	-3.8	2.6	2.7	-7.6	-1.1
FC(F)(F)c1nnc2ccc(NCn3nnc4ccccc43)nn12	2.6	-8.4	-4.0	-5.4	0.3	0.6	0.5	1.5	-3.3

# Going on with the list:
smiles	M4 antag	M1 antag	CHO-K1 Ca antag	OXTR potentiator	CHRM1 agonist	CHRM4 agonist	M1 ag parental	M1 PAM	CHO parental Ca
COc1cc(OC)c(N(C)S(=O)(=O)c2cccc(C(=O)OCC(=O)N3CCOCC3)c2)cc1Cl	1.3	-9.9	-1.2	-1.5	0.9	6.1	10.3	4.9	-21.2
CS(=O)(=O)N1CCN(C(=O)Cc2ccccc2Cl)CC1	3.2	9.7	15.4	-10.5	-1.0	0.9	-0.5	-9.2	1.2
O=C(c1coc2ccccc2c1=O)N1CCN(c2cccc(C(F)(F)F)c2)CC1	1.3	53.9*	-17.0	-6.5	-10.6	3.6	0.8	-34.0	-26.9
COc1ccc(/C=N/N2C(=O)CN(C(=O)c3ccccc3)C2c2ccc(OC)cc2)cc1 (stereo not drawn)	7.8	0.5	-4.3	-17.5	-3.9	-0.2	0.3	4.5	-32.3
CCN(c1ccccc1)S(=O)(=O)c1ccc(Cl)nc1	1.0	-3.2	-4.3	-3.2	-6.1	-0.4	-0.4	3.9	0.1
Cc1noc(C)c1C(=O)OC(C)C(=O)c1c[nH]c2ccccc12 (stereo not drawn)	9.1	0.4	2.1	.	-0.3	2.4	1.0	-1.9	.
Cn1cc(Br)c(C(=O)NC(=S)N2CCN(c3ccccn3)CC2)n1	1.5	2.4	-4.4	-1.5	-2.9	0.5	3.4	-1.8	-21.0
Cc1cc(C)c(NC(=O)C2CCCCN2C)c(C)c1 (stereo not drawn)	5.6	7.1	-11.2	-1.9	-7.3	1.3	0.8	-1.2	-20.9
CC(C)(C)n1nnnc1SCC(=O)Nc1nn(-c2ccccc2)nc1C(N)=O	0.8	11.4	-6.8	2.5	-2.6	12.7	4.2	-2.6	-9.2
Cc1cccc(NS(=O)(=O)c2ccc3[nH]c(=O)[nH]c3c2)c1C	8.6	5.5	-0.3	.	-3.9	-0.3	0.3	-2.9	.
CC(C)CN=c1cc(-c2ccccc2)oc2ccc(Cl)cc12	8.8	5.2	4.4	-2.4	-4.7	-0.7	0.8	-1.0	-37.2
CCOC(=O)CSc1nc2cc(C(F)(F)F)cnc2n1C	-6.6	-7.6	-1.3	1.3	-3.9	0.7	0.9	2.6	-9.2
O=C(Nc1ccccc1C(=O)NCc1ccccc1)C1=CSCCO1	-5.0	-11.1	-15.8	-6.2	-2.8	0.1	0.5	5.5	-27.1
CCOc1ccc(C(=O)Nc2ccc(-c3nc4ccccc4[nH]3)cc2)cc1[N+](=O)[O-]	-9.2	-6.8	-10.9	-3.4	-3.8	2.2	0.2	-2.0	-6.2
COc1ccc(/C(O)=C2/C(=O)C(=O)N(CCN3CCOCC3)C2c2ccc(C)cc2)cc1 (stereo not drawn)	-11.6	-28.4	-7.8	-2.1	-2.1	1.2	0.3	8.3	-12.3

# Later entries
smiles	M4 antag	M1 antag	CHO-K1 Ca antag	OXTR potentiator	CHRM1 agonist	CHRM4 agonist	M1 ag parental	M1 PAM	CHO parental Ca
CC(Sc1ncnc2ccccc12)C(=O)Nc1ccc2c(c1)OCO2 (stereo not drawn)	5.7	4.5	-5.3	-12.8	2.7	5.3	4.4	-1.7	-24.1
COc1ccc(C(=O)C(CCCCC(CN(C)C)C(=O)c2ccc(OC)cc2)CN(C)C)cc1 (stereo not drawn)	14.5	11.7	-14.6	-11.9	-5.9	1.5	1.0	-3.8	-17.1
CC(OC(=O)CCCC(=O)Nc1ccc(F)cc1)C(=O)c1ccccc1 (stereo not drawn)	5.7	-1.2	-12.5	-4.7	1.0	4.8	5.4	3.5	-11.0
CC(=O)c1ccc(N2CCN(S(=O)(=O)c3ccc4c(c3)NC(=O)CO4)CC2)cc1	0.8	-18.0	1.4	-13.5	-0.6	2.1	0.8	11.4	-0.3
Cc1cc(C)c2c(CN3CC(C)OC(C)C3)cc(=O)oc2c1C (stereo not drawn)	-1.8	-6.3	6.4	2.7	-1.3	1.6	0.3	3.5	-15.0
S=C(NCCN1CCOCC1)Nc1ccc(Cl)cc1Cl	5.6	13.1	-13.7	-7.0	-4.1	0.2	0.7	-5.3	-10.1
CC(C)Cc1cc(C(=O)N2CCCC(C(=O)c3cc(F)ccc3F)C2)no1 (stereo not drawn)	-13.0	-3.4	-4.3	-18.8	-3.5	5.4	2.3	-2.6	-8.2
CCN(CC)C(=O)OCc1c(-c2cccc(OC)c2)ncc2ccccc12	2.5	1.7	-9.9	-5.0	-8.2	5.7	0.1	-1.2	-25.1
COc1ccc(C(=O)N2CCC2(C)C(=O)NC(C)C)cc1OC (stereo not drawn)	-6.9	-12.5	8.2	.	0.2	0.2	-0.2	10.9	.
O=C(N/N=C/c1cccc(O)c1)C(=O)N1CCCCCC1	-14.0	-5.4	-21.7	-7.5	-1.4	1.4	-0.2	12.9	-0.4
COc1ccccc1C(C[N+](=O)[O-])c1c[nH]c2ccccc12 (stereo not drawn)	-0.3	-10.4	-11.4	-13.6	-1.2	0.7	-0.2	11.6	-16.7
CCc1nc(N2CCN(S(C)(=O)=O)CC2)c2c3c(sc2n1)CCCC3	-6.1	2.3	13.3	-9.2	-12.6	1.7	0.7	4.4	-31.7
COc1ccc2cc(N3CCCC3=O)ccc2c1	6.4	-16.6	-13.2	.	1.7	5.9	3.0	5.5	.
O=C(CCCN1C(=O)CCC1=O)Nc1ccc(Br)cc1F	-3.0	8.8	11.2	-8.5	-5.9	0.1	0.4	0.0	-12.3
OCCC1CN(Cc2nc3c(s2)CCCC3)CCN1CCc1ccccc1 (stereo not drawn)	-1.3	-3.1	12.7	-1.1	-12.2	2.9	1.2	-1.4	-26.8

# Three of the entries above in order of their number in OXTR potentiator, highest first.
structure,OXTR potentiator
O=C(NCCc1ccccc1)c1ccc(Cl)nc1,3.6
COc1ccc(/C(O)=C2/C(=O)C(=O)N(CCN3CCOCC3)C2c2ccc(C)cc2)cc1 (stereo not drawn),-2.1
O=C(c1coc2ccccc2c1=O)N1CCN(c2cccc(C(F)(F)F)c2)CC1,-6.5

# (next part)
smiles	M4 antag	M1 antag	CHO-K1 Ca antag	OXTR potentiator	CHRM1 agonist	CHRM4 agonist	M1 ag parental	M1 PAM	CHO parental Ca
COc1cc(C=O)ccc1OCCOCCOc1c(C)cc(Cl)cc1Cl	-8.7	-7.0	-5.0	-5.0	-4.4	1.4	0.7	-4.1	-27.6
CC(C)c1nnc(NC(=O)CCC(=O)N2CCN(c3ccccc3F)CC2)s1	12.4	-6.0	-7.8	-4.8	-3.2	1.9	0.4	2.9	-10.2
Cc1noc(C)c1NC(=O)Nc1ccc2c(c1)C(=O)N([C@@H](C)CO)C[C@@H](C)[C@H](CN(C)C(=O)Nc1cccc3ccccc13)OCCCC[C@H](C)O2	-3.7	-4.7	-10.3	.	-4.6	0.4	0.1	-3.2	.
CCN(c1ccccc1)S(=O)(=O)c1ccc(C(=O)Nc2cc(C)ccn2)cc1	2.1	8.2	-4.6	-0.2	-4.2	6.2	0.1	-5.8	-16.1
O=c1c2nnn(-c3ccccc3)c2ncn1C/C=C/c1ccccc1	-8.2	-11.2	-3.6	-5.1	2.4	1.2	0.5	15.4	-10.2
O=C(NN=C1CCCC1)c1cc(Cl)cc(Cl)c1O	-6.8	-3.8	-1.2	-24.3	3.5	6.8	2.5	-3.4	12.4
COc1ccc(N(CC(=O)Nc2ccc(S(=O)(=O)N3CCOCC3)cc2)S(=O)(=O)c2ccc(F)cc2)cc1	23.4	22.7	3.1	-6.1	-5.3	25.5	8.0	-18.4	-9.4
O=C(CN(C1CC1)S(=O)(=O)c1ccc(S(=O)(=O)N2CCCCCC2)cc1)Nc1ccccc1	-0.4	-27.9	-13.1	-16.1	-4.6	0.9	0.3	1.9	-7.8
COc1cccc(N2CC(O)Cn3c2nc2c3c(=O)[nH]c(=O)n2C)c1 (stereo not drawn)	4.9	-11.9	-6.6	.	-0.3	-0.3	-0.7	11.2	.
Cc1sc2nc(C3CC3)nc(NCCNS(C)(=O)=O)c2c1C	1.9	-12.3	-6.6	-10.4	-3.6	0.9	0.2	8.4	4.2

# Compounds as they come. About 2.9% of those tested had a hit in this group.
